CHRM4 antagonist = CHRM4 antagonism in calcium assay; P08173; CHO-hM4 cells, ACh EC80, Fluo-8 calcium fluorescence; inhibition, % at 3 µM; 360,000 compounds, 0.73% hits; AID 624125;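 active means inhibition above its plate's cutoff, the mean inhibition of sample wells plus 3 SD, cut at about 27% in these data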;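 further: 0% = acetylcholine EC80 with DMSO and 100% = DMSO without agonist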
CRFBP-R2 agonist = agonists of human CRF-binding protein/CRF-R2 receptor complex; activation, % at 13.2 µM; 350,000 compounds, 0.46% hits; HEK293 CRF-R2/CRF-BP, calcium dye fluorescence (FLIPR); percent of saturating CRF peptide response;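 active means activation of at least 50%, plus an integration ratio under a set limit after plate pattern correction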;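 further: plate controls were neutral control wells without compound for no effect and CRF at EC100 for full effect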
M4 ag = agonists of human muscarinic M4 receptor (CHRM4); P08173; CHO-K1 hM4/Gqi5, Fluo-8 calcium fluorescence; vehicle 0%, full acetylcholine response 100%; activation, % at 3 µM; 360,000 compounds, 0.14% hits;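 active means activation above the run mean over all test wells plus 3 SD, cut at about 32% in these data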;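 further: peak over basal fluorescence ratio per well then scaled between controls; 0% = DMSO wells and 100% = acetylcholine at EC100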
CHRM5 PAM = potentiates acetylcholine response at human M5 receptor | P08912 | CHO-K1 hM5, Fluo-8 calcium, ACh EC20 PAM; 0% = ACh EC20, 100% = ACh EC100 | activation, % at 3 µM | 360,000 compounds, 0.3% hits;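 active means activation above the run cutoff, the mean activation of all test compounds plus 3 SD, cut at about 18% in these data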
Target sequence (P08912 whole entry, looked up): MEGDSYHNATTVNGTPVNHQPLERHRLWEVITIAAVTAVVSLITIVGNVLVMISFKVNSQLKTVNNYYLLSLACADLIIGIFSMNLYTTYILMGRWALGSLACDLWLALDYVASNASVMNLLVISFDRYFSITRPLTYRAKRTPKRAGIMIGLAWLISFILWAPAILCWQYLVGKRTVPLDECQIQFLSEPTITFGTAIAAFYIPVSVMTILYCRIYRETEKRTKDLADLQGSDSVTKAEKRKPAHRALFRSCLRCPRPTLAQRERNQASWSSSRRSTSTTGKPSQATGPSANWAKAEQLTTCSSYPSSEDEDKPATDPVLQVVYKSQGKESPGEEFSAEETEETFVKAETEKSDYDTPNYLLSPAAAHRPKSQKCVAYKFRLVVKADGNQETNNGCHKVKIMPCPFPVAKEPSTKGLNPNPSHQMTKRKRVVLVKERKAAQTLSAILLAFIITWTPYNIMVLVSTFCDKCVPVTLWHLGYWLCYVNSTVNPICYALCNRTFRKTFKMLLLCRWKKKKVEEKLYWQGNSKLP
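Replicates: One well per compound, no replicates | System: Human M5 receptor in CHO-K1 cells | Benchmarks: Low control EC20 acetylcholine (0%), high control EC100 acetylcholine (100%) | Probe or stimulus: Acetylcholine, EC20 level | Times: Fluo-8 loading 80 min at 37 °C plus 30 min room temperature | Signal: Intracellular calcium via Fluo-8 fluorescence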
CHRM4 PAM = positive allosteric modulators of human muscarinic M4 receptor; CHO-K1 hM4/Gqi5, Fluo-8 calcium fluorescence, ACh EC20; 0% = ACh EC20, 100% = maximal ACh; activation, % at 3 µM; 360,000 compounds, 0.4% hits;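 active means activation above its plate's cutoff, the mean activation of sample wells plus 3 SD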; further: some results filed as inactive read as strong as hits
M1 PAM = potentiates human M1 receptor response to acetylcholine; P11229; CHO-K1 hM1, Fluo-8 calcium fluorescence, ACh EC20; 0% = ACh EC20, 100% = maximal ACh; activation, % at 3 µM; 360,000 compounds, 0.088% hits; in the data active means activation above about 19%, passing the limit was not always enough
CHRM5 antagonist = blocks acetylcholine activation of human M5 receptor | P08912 | CHO-hM5 cells, Fluo-8 calcium fluorescence, ACh EC80 | inhibition, % at 3 µM | 360,000 compounds, 0.59% hits;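 active means inhibition above a per-plate cutoff, the mean of that plate's test compounds plus 3 SD, cut at about 27% in these data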;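 further: 0% = acetylcholine EC80 with DMSO and 100% = DMSO without agonist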
CHRM1 antagonist = antagonists of human M1 muscarinic receptor; P11229; CHO-K1 hM1, Fluo-8 calcium fluorescence, ACh EC80 antagonist; inhibition, % at 3 µM; 360,000 compounds, 1.3% hits; AID 588852;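 active means percent inhibition above its own plate's cutoff, namely the mean of that plate's compound wells plus 3 SD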;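 further: peak over basal fluorescence ratio during 140 s after agonist addition; 0% = ACh EC80 plus DMSO and 100% = DMSO alone without agonist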
M5 ag = CHRM5 agonism in calcium assay. CHO-K1 hM5 cells, Fluo-8 calcium fluorescence; 0% DMSO wells, 100% maximal acetylcholine response. activation, % at 3 µM. 360,000 compounds, 0.19% hits. AID 624037;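 active means activation above the run's mean over test compounds plus 3 SD, cut at about 23% in these data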;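 further: signal is peak over basal fluorescence ratio across the kinetic read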
An asterisk follows results filed as active; nt = no result given.

entry	CHRM4 antagonist	CRFBP-R2 agonist	M4 ag	CHRM5 PAM	CHRM4 PAM	M1 PAM	CHRM5 antagonist	CHRM1 antagonist	M5 ag	Structure
1	-9	4.3	-1	-5	-8	-3	-2	-8	-6	C=C(C)COc1ccc(-c2nc(N)ncc2-c2ccc(Br)cc2)c(O)c1
2	-17	-1.2	12	-5	-2	1	-4	9	5	O=C(NCc1nnc(SCC(=O)N2CCN(c3ccccc3)CC2)o1)c1c(F)cccc1F
3	1	-0.5	0	5	1	-3	3	6	3	O=C(COC(=O)c1ccc(S(=O)(=O)N2CCCC2)cc1)Nc1ccc(Cl)cc1
4	46*	-3.5	0	-29	-17	-26	12	80*	-13	O=C(NC1CCCCC1)C(c1ccccc1)N1CCCC1 (centres undefined)
5	5	3.2	2	-19	-4	-11	15	11	-9	C[C@@H]1CCC(=O)N(CC[C@H](Sc2ccc(Br)cc2)c2ccccc2)CC1
6	-7	4.6	0	1	10	19	6	-16	1	CCCCN(C(=O)c1cc(Cl)nc2ccccc12)c1c(N)n(CCC)c(=O)[nH]c1=O
7	13	-0.2	2	0	7	5	4	-12	0	CC(C)(C)C(=O)NC(=S)Nc1ccccc1C(=O)NC1CCCCC1
8	5	2.5	0	2	6	10	8	-14	2	Cc1[nH]n(-c2ccccc2)c(=O)c1C=Nc1ccc(S(=O)(=O)N=C(N)N)cc1
9	13	5.0	5	-2	0	0	3	-2	-5	CN(C)CCCOc1ccc2c(c1)Sc1ccccc1CC2=O
10	-8	nt	1	-4	2	2	8	-4	2	Cn1c(N)nc(N)c(NC=O)c1=O
11	-6	-1.0	1	-6	0	5	5	-11	-2	COC(=O)c1cc(C(=O)OCC(=O)Nc2ccccc2OC(F)F)cc([N+](=O)[O-])c1
12	12	1.5	3	-2	2	2	9	2	3	C=C(C)C(=O)Nc1cccc(C2=NOC3(C2)C[C@@H](C(N)=O)N(C(=O)c2ccc(OC)cc2)C3)c1 (some centres undefined)
13	-9	-1.1	7	-10	-3	9	16	-16	-3	N#Cc1ccccc1COC(=O)c1cccc(S(=O)(=O)N2CCCC2)c1
14	-2	-1.1	-1	1	-6	10	2	-14	0	Cc1cc(C)cc(-n2c(=O)c3ccccc3n(CC(=O)NCC3CCCO3)c2=O)c1 (centres undefined)
15	4	0.6	-2	5	21	4	-2	4	0	Cc1cc(C)nc(SCC2COc3ccccc3O2)n1 (centres undefined)
16	2	-0.3	1	0	0	-1	9	10	-2	CN(CC(=O)Nc1cccc2ccccc12)C(=O)c1cccc(S(=O)(=O)N(C)C)c1
17	15	nt	1	16	-2	nt	-9	nt	2	O=C1Nc2ccccc2C(=O)N(Cc2ccccc2)C1C(=O)NC1CC1 (centres undefined)
18	-1	1.0	1	-5	2	8	6	-12	-1	Cc1[nH]c2ccc(C(=O)N3CCCC3)cc2c1C
19	9	-0.1	2	-23	-7	-18	1	13	-7	CC(C)Oc1ccc(CCc2n[nH]c(=S)n2Cc2ccccc2)cc1
20	-1	17	6	-4	1	4	-8	-5	11	CC(Oc1ccc(Cl)cc1)C(=O)OCC(=O)Nc1ncc(Cl)cc1Cl (centres undefined)
21	-10	-1.3	3	5	11	3	-4	-11	0	COc1cc(NC(=O)CSCC(=O)N(C)C2CCCCC2)cc(OC)c1
22	-8	0.4	0	6	4	0	-4	-1	-2	O=C(CSc1nc2ccccc2o1)Nc1nc2ccc(Br)cc2s1
23	1	-0.4	1	-3	0	0	-4	7	-1	Cc1ccc(N=Nc2c(C)[nH]n(C(N)=S)c2=O)cc1C
24	-10	-2.2	0	-5	10	0	3	-2	-6	CCC(c1nnnn1C(C)(C)CC)N(CCN1CCOCC1)Cc1cc2cc(C)ccc2[nH]c1=O (centres undefined)
25	-10	3.4	17	-8	-2	-6	14	0	5	COc1cccc(NS(=O)(=O)c2ccc3c(c2)N(C(C)=O)CCS3)c1
26	25	2.8	12	-14	-11	-5	16	26*	4	CN(CC(=O)Nc1cccc(S(=O)(=O)N2CCCC2)c1)CC(=O)Nc1ccc(Cl)c(C(F)(F)F)c1
27	-16	-10	2	-5	1	5	0	-10	-1	CCOc1cc(NC(=S)NCCCOC)c(OCC)cc1NC(=O)c1cccs1
28	-4	-1.0	0	-4	-1	-4	9	2	-3	CC1(C)C(C=C(Cl)Cl)C1C(=O)N(Cc1ccccc1Cl)C1CCS(=O)(=O)C1 (centres undefined)
29	13	1.4	2	-7	-9	-2	11	4	0	CCn1c(SCc2nc3ccccc3[nH]2)nnc1-c1cnccn1
30	7	-4.4	0	-1	-15	-3	2	-1	-6	Cn1c(CCCCCN)nc2ccccc21
31	1	-1.1	-1	-5	-1	3	4	0	-4	CCc1cc2c(=O)n(Cc3ccco3)c(SCC(=O)N3CCCc4ccccc43)nc2s1
32	2	-1.2	1	1	-4	3	-5	0	-3	CC(=O)N1CCN(S(=O)(=O)c2cccc(C(=O)Nc3nccs3)c2)CC1
33	-7	-0.7	0	8	6	10	0	-12	-2	COc1ccc(CCn2c(-c3cccc([N+](=O)[O-])c3)nc3nc4ccccc4nc32)cc1
34	-7	-0.2	10	-11	-1	4	0	-9	-1	COc1cccc(N2CC(NC(=O)C(=O)c3c(C)[nH]c4ccccc34)CC2=O)c1 (centres undefined)
35	-3	0.4	0	13	10	7	5	-4	-4	Cc1sc2nc(COC(=O)c3c(F)cccc3F)[nH]c(=O)c2c1C
36	-5	1.1	3	-5	2	7	2	-9	1	Cc1cc(NC(=O)CSc2nnc(Cc3cccn3C)n2CCc2ccccc2)no1
37	-13	-0.7	0	4	5	4	-7	-1	-3	CCn1c(C)[n+](CCCS(=O)(=O)[O-])c2cc(Cl)c(Cl)cc21
38	2	-0.5	0	1	-8	4	-3	-7	2	CCOC(=O)c1c(NC(=O)c2cc(-c3ccc(Cl)s3)nc3ccccc23)sc(C(N)=O)c1C
39	-7	-2.8	-1	-3	-5	5	11	-5	-3	CC(=O)c1c(O)c2ccccc2n(Cc2ccccc2)c1=O
40	-2	0.1	0	3	5	4	-3	-1	-1	CCOc1ccc(S(=O)(=O)N/N=C(\C)c2ccc(Cl)c(Cl)c2Cl)cc1
41	9	1.7	0	-8	-2	4	15	0	-1	Cc1ccc(C(=O)Nc2cccc(C(F)(F)F)c2)cc1Nc1cnccn1
42	-2	-0.3	1	3	1	5	-3	-28	-5	CCN1CCCC1CNC(=O)c1cc2c(-c3cccc(OC)c3)nn(C)c2s1 (centres undefined)
43	-6	-0.4	-1	2	1	1	-11	-6	-5	COc1ccc(CN2C(=O)CN=C2Nc2cc(C)ccc2C)cc1
44	-1	-0.4	0	1	3	7	6	-13	-5	CC(C)c1cc(C(=O)N2CCCC(N3CCN(c4ccc(F)cc4)CC3)C2)no1 (centres undefined)
45	3	2.6	0	3	1	6	3	-11	0	NC(=O)C1CCN(S(=O)(=O)c2cc3c4c(c2)CCN4C(=O)CC3)CC1
46	-4	-1.3	1	-1	1	7	1	-8	5	CN(C)N(C(=O)c1cc(-c2cccs2)nn1-c1ccccc1)C1CCS(=O)(=O)C1 (centres undefined)
47	-14	nt	0	-4	9	8	3	-33	1	O=C1c2ccccc2C(c2nc3ccccc3[nH]2)N1c1ccccc1 (centres undefined)
48	-4	-0.9	1	6	2	11	9	-14	-6	Clc1ccccc1CSC1=NCCN1
49	-5	-0.6	1	3	3	-1	5	1	-2	O=C(COc1ccc(Cl)cc1Cl)NC1CCSC1=O (centres undefined)
50	1	0.1	0	-6	-5	5	3	-11	-4	Cc1cccc(NC(=O)c2ccc([N+](=O)[O-])s2)c1C
51	3	2.4	0	-4	-2	0	4	-3	-7	O=c1c2c(-c3cccs3)csc2ncn1-c1ccc(Br)cc1
52	-2	-0.2	1	-9	-2	1	6	-8	4	O=C(Cn1cc2c(n1)CCCCC2)NCCN1CCOCC1
53	2	-0.2	1	-6	10	11	6	-33	2	C=CCNC(=O)N[C@@H](CCSC)C(=O)OC
54	3	-0.8	5	3	12	1	9	10	6	CCC(=O)Nc1ccc2c(c1)ncn2C
55	0	-2.4	7	-5	-10	0	3	5	1	COc1ccccc1NC(=O)N1CCN(c2ccnc3cc(Cl)ccc23)CC1
56	-1	-1.2	0	1	-2	5	11	-2	-8	COc1ccc(S(=O)(=O)N2CCN(Cc3ccc4c(c3)OCO4)CC2)cc1
57	-5	1.2	2	4	0	9	10	-11	-1	CC(=O)Nc1ccc(NC(=O)CC2CCCC2)cc1
58	-2	1.0	4	32*	9	10	8	-6	7	Cc1ccc(NS(=O)(=O)c2c(C)[nH]c(C)c2C(=O)N2CCCC2)cc1Cl
59	-5	-1.8	1	5	5	-5	2	7	1	COc1cccc(-c2c(-c3cc(OC)cc(OC)c3)n(C)c3ccc(-c4ccc5[nH]ccc5c4)cc23)c1
60	3	2.0	5	-6	-4	-1	14	3	-4	Nc1nc(SCc2ccccc2)c2ncn(Cc3ccccc3)c2n1
61	6	0.8	0	6	1	10	2	-2	-4	O=C(CSc1ncccn1)Nc1cccc2ccccc12
62	-10	-3.0	1	7	10	-4	8	0	-2	Cc1cc([N+](=O)[O-])ccc1P(=O)(O)c1ccc([N+](=O)[O-])cc1C
63	1	-1.3	1	2	12	7	-2	-7	0	Cc1cc(C)n(CC(=O)NC2CCCCC2)n1

Source: PubChem BioAssay
